# hcGAS lum: inhibitors of human cGAS | inhibition, % at 12.5 µM | recombinant h-cGAS, ATP depletion, Kinase-Glo luminescence | Q8N884 | 0.081% of 290,000 active;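 also: 0% = vehicle reaction and 100% = reaction without DNA for no activity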
# Target sequence (Q8N884 whole entry, looked up): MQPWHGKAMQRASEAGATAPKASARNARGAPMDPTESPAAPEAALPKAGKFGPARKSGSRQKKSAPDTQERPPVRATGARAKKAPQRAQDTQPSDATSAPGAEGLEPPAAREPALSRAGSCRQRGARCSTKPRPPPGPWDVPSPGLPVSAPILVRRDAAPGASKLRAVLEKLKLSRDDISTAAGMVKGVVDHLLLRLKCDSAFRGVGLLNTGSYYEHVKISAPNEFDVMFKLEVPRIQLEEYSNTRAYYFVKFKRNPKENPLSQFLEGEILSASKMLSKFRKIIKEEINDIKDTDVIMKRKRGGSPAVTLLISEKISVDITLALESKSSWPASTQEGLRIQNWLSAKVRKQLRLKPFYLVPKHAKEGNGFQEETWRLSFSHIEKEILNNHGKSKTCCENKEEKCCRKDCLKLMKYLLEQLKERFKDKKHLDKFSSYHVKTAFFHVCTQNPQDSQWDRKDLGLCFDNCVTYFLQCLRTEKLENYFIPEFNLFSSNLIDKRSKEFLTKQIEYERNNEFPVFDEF
# mcGAS lum: blocks mouse cGAS activity; inhibition, % at 12.5 µM; recombinant cGAS, Kinase-Glo ATP depletion luminescence; 0.15% of 160,000 active; AID 1259399;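 also: 0% = negative control wells and 100% = reference inhibitor with no enzyme activity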
# NPYLR7 ag: mosquito NPYLR7 agonism. HEK293T NPYLR7/Galpha15, GCaMP6s calcium fluorescence. activation, % at 10 µM. 0.15% of 270,000 active. AID 1259423; in the data active = activation above about 40%;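 also: 0% = vehicle and 100% = reference agonist at the receptor; some compounds past the cut are filed as inactive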
# * = called active by the depositor; nt = not tested or not shown; & = joins results of further samples. Rule as the data show it, unless noted: active = inhibition above about 40%; inactive = the rest.
SMILES,hcGAS lum,mcGAS lum,NPYLR7 ag
COc1ccccc1-c1ccc(N2CCCC(CN3CCCC3=O)C2)nn1 (stereo unspecified),-6.8,nt,-9.9
COc1ccc(NC(=S)N2CCN(C(=O)c3ccccc3)CC2)cc1,-4.3,nt,7.2
CC[C@H](CC[C@@H](C)[C@H]1CC[C@H]2[C@@H]3CC=C4C[C@@H](O)CC[C@]4(C)[C@H]3CC[C@]12C)C(C)C,-9.2,nt,13.0
COc1ccc(OC)c(C(=O)c2coc3ccc(OC)cc23)c1,-0.6,-2.5,3.7
CCc1c(C)[nH][n+]2cnn(Cc3ccc(Cl)cc3)c2c1=O,-3.3,-4.9,0.5
COc1ccc(CCNC(=O)c2cccnc2N2CCN(C(=O)NCc3ccco3)CC2)cc1OC,-7.2,-7.9,7.7
Cc1ccc2oc(CN(C(=O)C(C)Oc3ccccc3)C3CCCCC3)nc2c1 (stereo unspecified),1.7,-3.0,4.0
Cc1cc(Nc2ccc(Oc3ccccc3)cc2)nc(-n2cc([N+](=O)[O-])cn2)n1,-9.0,-9.0,4.9
C/C(=N\NC(=O)c1cc(-c2ccc(Cl)s2)[nH]n1)c1ccccc1O,-7.8,-3.0,4.1
Cc1cccc(Cn2nc(-c3cccs3)c3sc(N4CCOCC4)nc3c2=O)c1,-11.3,-9.3,0.0
COC(=O)NC1CCN(c2ccccc2C(=O)N(C)Cc2ccco2)CC1,-1.5,-3.1,-2.1
Cc1ccc(S(=O)(=O)N2C[C@H]3C[C@H](O)[C@H](O)C[C@H]3C2)c(F)c1,-2.0,nt,6.8
CCn1c(=O)c2c(nc(-n3nc(C)cc3C)n2Cc2ccccc2C)n(C)c1=O,5.1,nt,1.6
O=C1NCC(=O)N2CCN(S(=O)(=O)N3CCCCCC3)CC12 (stereo unspecified),7.9,nt,5.5
CCCCC(=O)Nc1cc(-c2cn3nc(OC)ccc3n2)ccc1F,-7.7,-9.9,-7.1
CCOC(=O)c1nc2ccccc2nc1N1CCCN(C(=O)COC)CC1,-6.4,-4.6,9.0
COc1nc2ccccc2cc1-c1nc(CO)cs1,-4.6,-5.4,5.6
Cc1n[nH]c(=O)c2c(NC(=O)CSc3nnnn3C3CC3)oc(C)c12,-3.0,nt,-0.3
Cc1nc2cccc(C)n2c(=O)c1NC(=O)c1ccc(-c2ccccc2)cc1,-15.6,nt,2.4
Clc1cccc(-c2noc(CN3CCCC(c4ccccc4)C3)n2)c1 (stereo unspecified),-4.5,nt,1.0
COc1ccc2c(c1)C(C)(Cc1ccc(OC(F)(F)F)cc1)C(=O)N2 (stereo unspecified),1.6,-3.6,2.4
COc1cc(OC)c(OC)cc1/C=C1/SC(=S)N(CC(=O)O)C1=O,-1.0,-3.0,58.7*
C1=C(CN2CCc3sccc3C2)N2CCCN=C2S1,-4.5,nt,5.8
CC1=CC[C@@H]2CN(C(=O)c3ccc(N(C)S(C)(=O)=O)cc3)C[C@@H]2C1,-5.4,-11.9,5.9
COc1ccc2nc(N(CCN(C)C)C(=O)c3cc(C)nn3C)sc2c1,-7.2,-6.7,1.0

# Reprinted at random: 2 entries already listed, in no set order.
SMILES,hcGAS lum,mcGAS lum,NPYLR7 ag
Cc1cc(Nc2ccc(Oc3ccccc3)cc2)nc(-n2cc([N+](=O)[O-])cn2)n1,-9.0,-9.0,4.9
COc1ccc2nc(N(CCN(C)C)C(=O)c3cc(C)nn3C)sc2c1,-7.2,-6.7,1.0

# Other entries follow:
SMILES,hcGAS lum,mcGAS lum,NPYLR7 ag
Cc1cccc(NC(=O)CC(=O)NC2(c3cc(F)ccc3F)CC2)c1C,-1.8,-19.3,0.2
Cc1c(O)c(CN2CCN(C)CC2)cc2c1oc(=O)c1ccccc12,-4.0,nt,-21.1
O=C1c2ccccc2-c2nnc3c(c21)CCCCCC3,-3.7,-4.4,9.8
CN(CCCC(=O)O)C(=O)Cc1ccccc1Cl,3.4,nt,-2.1
C=CCONC(=O)CN1C(=O)C(Cc2ccccc2)N(CC#CC)C(=O)c2ccccc21 (stereo unspecified),-7.0,nt,-0.4
CCN(Cc1ccc2c(c1)OCCO2)C(=O)C1CCN(S(=O)(=O)c2c(C)cc(C)cc2C)CC1,-4.2,-7.2,0.1
COc1ccc(C(=O)N(C)CC(O)c2ccccc2)cc1OC1CCN(C(C)=O)CC1 (stereo unspecified),-5.1,nt,0.6
O=C(N[C@@H]1CCCCC1NC(=O)C1CCCN(C(=O)C2CCC2)C1)c1ccccc1 (stereo partly specified),-2.3,-2.9,0.4
Cc1ccnc(NC(=O)Nc2c[nH]c3ccccc23)c1,-9.7,-8.4,1.6
CCOc1ccc(N2C(=O)C(=Cc3ccc(OC)cc3)SC2=S)cc1,-6.0,-7.6,19.5
COCc1cc(N2CCN(c3ccc(OC)cc3)CC2)nc(SCc2ccc(C(=O)NCC3CCCO3)o2)n1 (stereo unspecified),-6.7,-2.2,4.3
COc1ccc(Cl)cc1NC(=O)CCCSc1ccc(NC(=O)C2CC2)nn1,-3.7,-7.7,0.9
CC1(C(=O)Nc2ccc3c(c2)OCO3)CCN1Cc1csc2ccccc12 (stereo unspecified),-4.2,-1.8,-1.7
COc1ccccc1C1N(Cc2ccc(Cl)cc2)C(=O)C1(F)F (stereo unspecified),-10.4,nt,2.0
c1csc(-c2csc(CNCCN3CCOCC3)c2)c1,-8.1,nt,-3.3
Cn1ccnc1P(=O)(c1ccccc1)c1ccccc1,-5.7,nt,5.6
Cc1ccc2c(c1)SC(C(=O)NCC1CC1)C2 (stereo unspecified),-4.6,nt,0.8
Cc1ccccc1CCN1CCCC(CN(C)C(=O)/C=C/c2nc3ccccc3s2)C1 (stereo unspecified),-7.8,-10.1,-6.5
CCOCCCn1c(C)c(C)n2c3c(=O)n(Cc4cc(C)ccc4C)c(=O)n(C)c3nc12,-1.0,-6.3,0.0
CCn1c(CC2CCN(Cc3cc(C(C)C)no3)CC2)n[nH]c1=O,0.9,nt,5.2
CNC(=O)C(Sc1n[nH]c(-c2cccnc2)n1)C(C)=O (stereo unspecified),4.6,nt,-3.3
CC1CCN(C(=O)CSc2nc3ccccc3[nH]2)CC1,-7.5,nt,-8.3
CCN(CC)C(=O)c1sc(NC(=O)/C=C/c2ccc3c(c2)OCO3)c(C#N)c1C,-1.6,-6.7,-5.0
CC1c2cccn2CCN1C(=O)CCCc1nc(-c2ccco2)no1 (stereo unspecified),-0.4,-15.3,-0.8
NCC1OC(O[C@@H]2[C@H](O)C(OC3C(O)C(N)CC(N)C3OC3OC(CO)C(O)C(O)C3N)O[C@@H]2CO)C(N)C(O)C1O (stereo partly specified),-1.9,-5.3,-0.3
# Continuation:
SMILES,hcGAS lum,mcGAS lum,NPYLR7 ag
Cc1cccc(C(=O)N2CCN(C(=O)C(=O)N3CCOCC3)CC2)c1,4.9,-6.0,2.7
CCOC(=O)c1cc(-c2ccc(N3CCN(C(=O)C(OC(C)=O)c4ccccc4)CC3)cc2)n(-c2ccccn2)n1 (stereo unspecified),0.0,-3.7,14.6
O=C(Cn1nc(-c2ccccc2)c2sc(N3CCCCC3)nc2c1=O)Nc1cccc(F)c1,-6.9,-8.0,-3.1
COc1ccc2c(Cn3cc(C(F)(F)F)ccc3=O)cc(=O)oc2c1,-1.3,nt,-2.7
Cc1c(C)n2c3c(=O)n(CC(N)=O)c(=O)n(C)c3nc2n1CCCO,-6.8,-9.8,8.4
CCNc1ncc(C2CC(=O)Nc3c2c(C)nn3-c2ccc(OC)cc2)cn1 (stereo unspecified),-3.5,-15.2,-4.2
Cc1ccc2c(CC(=O)N(C3CCS(=O)(=O)C3)N(C)C)coc2c1C (stereo unspecified),-2.1,nt,9.8
CNC(=O)Nc1ccc(NC(=O)c2ccc(N3CC=CC3)cc2)cc1,-2.1,nt,-0.4
COc1ccc(C(=O)NC(C(=O)NC(C)C(C)C)C2CCN(C(=O)c3ccc(F)cc3)CC2)cc1 (stereo unspecified),-6.9,-4.7,18.4
COc1ccc(NC(=O)Nc2ccc(Nc3cc(-n4cccn4)ncn3)cc2)c(OC)c1,-7.5,-7.5,-2.9
O=C1Nc2ccc(-c3ccccc3F)cc2C(=O)N2C[C@H](O)C[C@@H]12,-4.0,-4.0,-8.3
COc1ccc(S(=O)(=O)N(CC(=O)N(Cc2ccc3c(c2)OCO3)Cc2ccco2)C(C)C)cc1,15.9,2.6,-4.8
C=CCn1cc(CN2CCn3nc(-c4nc5ccccc5n4C)cc3C2)c(C)n1,-13.9,nt,9.0
N#CC1C(=N)Oc2c(sc3ccccc23)C1c1cccs1 (stereo unspecified),-0.9&-3.7,nt,-7.9&6.7
COC(=O)c1cc2n(n1)CCN(C(=O)CC(=O)Nc1ccc(C)cc1)C2,-5.5,-11.9,14.6
CN(C)C(=O)c1ccc(S(=O)(=O)N2CCOCC2)cc1,-1.3,-0.3,1.4
COc1cc(/C=C/C(=O)N(C)Cc2n[nH]c(C)n2)ccc1OC(C)C,-5.1,nt,5.2
CC(c1ccc(-c2cncc(C(N)=O)c2)cc1)N1CCOCC1 (stereo unspecified),-4.9,-16.5,-5.3
FC(F)C(F)(F)CN1CCN(CCc2ccccc2)CC1,-10.9,nt,2.5
Cc1ccc(-c2nc(NC3CCOCC3)ncc2-c2ccc(O)cc2)cc1,-6.8,nt,3.2
O=C(Nc1ccccc1C(=O)N=Nc1c(O)[nH]c2ccc([N+](=O)[O-])cc12)c1ccccc1,-4.3,-7.3,13.0
CC(C)n1cc(Nc2ccccc2S(=O)(=O)C(F)(F)F)cn1,-10.0,nt,6.5
CCN(CC)CCNC(=O)c1c(O)nc2scc(C)n2c1=O,-2.6,-5.0,-1.3
COC(=O)[C@@H]1C[C@@H](N(C)C)CN1C(=O)c1cnc(C(C)C)nc1C,-4.3,nt,-2.7
Cc1cc(C)c2c(n1)sc1c(=O)n(CC(=O)NC(C)C3CC3)cnc12 (stereo unspecified),-7.3,nt,2.1
# Going on with the list:
SMILES,hcGAS lum,mcGAS lum,NPYLR7 ag
Cc1cc(OC(=O)c2ccc(Br)cc2)c([N+](=O)[O-])c(=O)[nH]1,-0.8,-5.2,18.3
COc1ccc(NC(=O)C(C2CCCC2)N2CCN(C(=O)c3ccc(Cl)cc3)CC2)cc1 (stereo unspecified),-2.4,-4.4,14.4
CCOC(=O)N1CCN(C(=O)c2cccc(CSc3nc(Cl)cc(N(C)CCc4ccc(OC)c(OC)c4)n3)c2)CC1,-3.2,-3.8,12.3
Cn1c(=O)c2c(ncn2CCNc2ccc(F)cc2OCCO)n(C)c1=O,-5.2,nt,5.6
CCCCN1C(=O)c2ccccc2NC12CCN(C(=O)c1cc(C)n(C)n1)CC2,-11.2,nt,1.3
CCCCCCN=C(NC(=O)c1ccc2c(c1)OCO2)OC(C)C,-11.8,-4.6,-5.0

# Among those listed so far, 22 have an aryl methoxy group:
SMILES,hcGAS lum,mcGAS lum,NPYLR7 ag
COc1ccccc1-c1ccc(N2CCCC(CN3CCCC3=O)C2)nn1 (stereo unspecified),-6.8,nt,-9.9
COc1ccc(NC(=S)N2CCN(C(=O)c3ccccc3)CC2)cc1,-4.3,nt,7.2
COc1ccc(OC)c(C(=O)c2coc3ccc(OC)cc23)c1,-0.6,-2.5,3.7
COc1ccc(CCNC(=O)c2cccnc2N2CCN(C(=O)NCc3ccco3)CC2)cc1OC,-7.2,-7.9,7.7
CCCCC(=O)Nc1cc(-c2cn3nc(OC)ccc3n2)ccc1F,-7.7,-9.9,-7.1
COc1nc2ccccc2cc1-c1nc(CO)cs1,-4.6,-5.4,5.6
COc1ccc2c(c1)C(C)(Cc1ccc(OC(F)(F)F)cc1)C(=O)N2 (stereo unspecified),1.6,-3.6,2.4
COc1cc(OC)c(OC)cc1/C=C1/SC(=S)N(CC(=O)O)C1=O,-1.0,-3.0,58.7*
COc1ccc2nc(N(CCN(C)C)C(=O)c3cc(C)nn3C)sc2c1,-7.2,-6.7,1.0
COc1ccc(C(=O)N(C)CC(O)c2ccccc2)cc1OC1CCN(C(C)=O)CC1 (stereo unspecified),-5.1,nt,0.6
CCOc1ccc(N2C(=O)C(=Cc3ccc(OC)cc3)SC2=S)cc1,-6.0,-7.6,19.5
COCc1cc(N2CCN(c3ccc(OC)cc3)CC2)nc(SCc2ccc(C(=O)NCC3CCCO3)o2)n1 (stereo unspecified),-6.7,-2.2,4.3
COc1ccc(Cl)cc1NC(=O)CCCSc1ccc(NC(=O)C2CC2)nn1,-3.7,-7.7,0.9
COc1ccccc1C1N(Cc2ccc(Cl)cc2)C(=O)C1(F)F (stereo unspecified),-10.4,nt,2.0
COc1ccc2c(Cn3cc(C(F)(F)F)ccc3=O)cc(=O)oc2c1,-1.3,nt,-2.7
CCNc1ncc(C2CC(=O)Nc3c2c(C)nn3-c2ccc(OC)cc2)cn1 (stereo unspecified),-3.5,-15.2,-4.2
COc1ccc(C(=O)NC(C(=O)NC(C)C(C)C)C2CCN(C(=O)c3ccc(F)cc3)CC2)cc1 (stereo unspecified),-6.9,-4.7,18.4
COc1ccc(NC(=O)Nc2ccc(Nc3cc(-n4cccn4)ncn3)cc2)c(OC)c1,-7.5,-7.5,-2.9
COc1ccc(S(=O)(=O)N(CC(=O)N(Cc2ccc3c(c2)OCO3)Cc2ccco2)C(C)C)cc1,15.9,2.6,-4.8
COc1cc(/C=C/C(=O)N(C)Cc2n[nH]c(C)n2)ccc1OC(C)C,-5.1,nt,5.2
COc1ccc(NC(=O)C(C2CCCC2)N2CCN(C(=O)c3ccc(Cl)cc3)CC2)cc1 (stereo unspecified),-2.4,-4.4,14.4
CCOC(=O)N1CCN(C(=O)c2cccc(CSc3nc(Cl)cc(N(C)CCc4ccc(OC)c(OC)c4)n3)c2)CC1,-3.2,-3.8,12.3
